# ST2 IL33 inh: blocks human ST2 binding to IL-33 | AlphaLISA ST2-Fc/biotin-IL-33 interaction, 1 h | inhibition, % for hits at 17 µM | 78,000 compounds, 2.3% hits; in the data active means inhibition above about 30%; inconclusive means mostly about 10% to 28%
# Target sequence (Q01638 whole entry, looked up): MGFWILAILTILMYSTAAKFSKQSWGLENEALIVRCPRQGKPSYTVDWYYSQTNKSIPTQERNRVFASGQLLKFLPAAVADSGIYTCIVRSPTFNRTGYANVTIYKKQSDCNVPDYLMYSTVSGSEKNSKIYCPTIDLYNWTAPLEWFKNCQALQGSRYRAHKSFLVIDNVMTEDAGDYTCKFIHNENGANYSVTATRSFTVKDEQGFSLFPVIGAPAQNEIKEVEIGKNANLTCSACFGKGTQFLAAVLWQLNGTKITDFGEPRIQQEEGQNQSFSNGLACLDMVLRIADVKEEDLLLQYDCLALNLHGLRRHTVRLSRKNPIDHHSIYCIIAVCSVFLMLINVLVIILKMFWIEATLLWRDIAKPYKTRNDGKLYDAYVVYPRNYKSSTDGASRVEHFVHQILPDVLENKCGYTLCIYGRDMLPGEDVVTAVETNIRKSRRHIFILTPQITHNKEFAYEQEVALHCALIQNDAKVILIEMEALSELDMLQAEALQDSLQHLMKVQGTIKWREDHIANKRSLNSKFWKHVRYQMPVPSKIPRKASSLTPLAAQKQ
# * marks the source's active call; other numbers are inactive results; i = inactive; ? = inconclusive; ! = repeats disagree. An excerpt. The share of hits here may be higher or lower than overall.
molecule,ST2 IL33 inh
CCn1c(CC2CCNCC2)nn(CCC2CCCCN2C)c1=O (stereo not given),i
COc1cc2c(C(=O)NC3CCCCC3)cn(C)c(=O)c2cc1OC,i
COc1cc(SC)ccc1C(=O)Nc1ccc2c(c1)N(C(C)=O)c1ccccc1CC2,i
CC(C)c1ccc(NC2CCCN(C(=O)CCN3CCCCO3)C2)cc1 (stereo not given),i
O=C(CSc1nc2c(c(=O)n1-c1ccccc1)SCC2)NCC1CCCO1 (stereo not given),i
CC12C=CC(O1)C1C(=O)N(c3ccccc3[N+](=O)[O-])C(=O)C12 (stereo not given),i
CCOC(=O)C1C(=O)C=C(c2ccco2)CC1c1ccccc1 (stereo not given),?
Cc1cc(C)c(C#N)c(SCC(=O)C(C)(C)C)n1,i
O=Cc1c(N2CCN(CCO)CC2)nc2ccccn2c1=O,i
CCc1c(C)sc(NC(=O)COc2ccc(Cl)cc2)c1C(N)=O,i
COc1ccc(OC)c(N2C(N)=C(C#N)C(c3ccc4c(c3)OCO4)C3=C2CC(C)(C)CC3=O)c1 (stereo not given),?
CC(C)NC(=O)CCC1=NS(=O)(=O)c2ccccc2N1,i
Cc1cccc(Cc2c(C)nc3nc(SCC(=O)NCc4ccc5c(c4)OCO5)nn3c2C)c1,i
C=CCNC(=O)N[C@H]1CCN(C(=O)CC(C)(C)C)[C@@H]1C(=O)N[C@@H](C(=O)OC)C(C)C,i
COc1ccc(S(=O)(=O)NCCSc2ccccn2)cc1Br,i
O=C1NCCN(CCc2ccccc2)C1CC(=O)N1CCN(c2ncccn2)CC1 (stereo not given),?
Cc1cc(Sc2ccccc2NC(=O)Nc2ccccc2Br)n2ncnc2n1,i
O=C(c1csc(S(=O)(=O)N2CCOCC2)c1)N1CCCC1,?
CNC(=O)Cc1ccc(-n2ccnc2)cc1,i
CCc1nccn1CCC(=O)N1CCCC2(CCN(C)CC2)CC1,i
C=CCc1cc(OC)ccc1OCCNCCN,i
CC(C)C(NC(=O)c1ccccc1NC(=O)c1ccccc1)C(=O)NC(C)(C)C (stereo not given),i
O=C(COc1cc2oc(=O)c3c(c2cc1Cl)CCC3)OCc1ccccc1,?
COc1ccc([N+](=O)[O-])cc1NC(=O)C1CCCNC1=O (stereo not given),i
O=C(Nc1ncc2c(n1)CC(c1ccccc1Cl)CC2=O)c1ccccc1 (stereo not given),i
Nc1ncnc(N(c2ccccc2)C2CCCCC2)c1[N+](=O)[O-],?
Cc1ccccc1Cn1nc(C)c(NC(=O)CCCn2nc(C)c([N+](=O)[O-])c2C)c1C,i
COCCCNC(=O)c1cn(CC(C)C)c(=O)c2cc(OC)c(OC)cc12,i
O=C1N[C@@H](CC2CCCCC2)C(=O)N2CCN(C(=O)c3cccc(F)c3)C[C@H]12,i
COc1cccc(NC(=O)N[C@H]2CCN3C(=O)[C@@H](Cc4ccccc4)NC(=O)[C@H]23)c1,i
COC(=O)[C@H](NC(=O)[C@@H]1C[C@@H](NS(=O)(=O)c2cccc(C(F)(F)F)c2)CCN1C(=O)CCC(=O)O)C(C)C,i
COc1ccc(-c2cc(N3CCN(S(=O)(=O)c4cc(F)ccc4F)CC3)ncn2)cc1,i
CC(C)Cn1cnc2c(N)nc3ccccc3c21,41%*
C=CCNC(=O)C[C@@H]1CCN(C(=O)c2cccnc2)C[C@@H]1CC,?
Cc1ccc(NC(=O)CN(c2ccc(Cl)cc2)S(C)(=O)=O)cc1,i
CCOC(=O)C1(NC(=O)c2cn3ccsc3n2)CCC1,?
Cn1cc(CN2CCCC(OCc3cccnc3)C2)c(-c2cccc(Cl)c2)n1 (stereo not given),?
CCOC(=O)c1c(C)n(C)c2c1cc(OC(=O)CC)c1ccccc12,i
COc1ccc(C(=O)Nc2ccccc2C(F)(F)F)cc1OC,i
O=C1CCCC2=C1C(c1cccc(O)c1)c1c(nc(SCc3ccccc3Cl)[nH]c1=O)N2 (stereo not given),i
COc1ccc(NC(=O)Cc2c(C(=O)O)[nH]c3ccc(Cl)cc23)cc1Cl,i
COc1cc([N+](=O)[O-])c(C)cc1NC(C)=O,i
O=C(CCC1CCN(Cc2cc(F)ccc2-n2cccn2)CC1)N1CCCC1,i
O=C(COc1ccc(Cl)cc1)Nc1ccc(S(=O)(=O)N2CCCC2)cc1,?
C=C(C)C1CCC2(C(=O)O)CCC3(C(=O)O)C(CCC4C5(C)CCC(O)C(C)(C(=O)O)C5CCC43C)C12 (stereo not given),i
N#CSCCCCOc1ccc(I)cc1,i
CC1C=CCC2C(=O)N(c3cc(Cl)ccc3O)C(=O)C12 (stereo not given),i
COc1cc(NS(=O)(=O)c2ccc(NC(=O)c3ccc(OC)c(OC)c3)cc2)ncn1,i
O=C(COc1ccccc1)Nc1ccc2n(c1=O)C[C@H]1C[C@@H]2CN(C(=O)c2ccccc2)C1,i
O=C(CN1C(=O)/C(=C/c2ccccc2F)Sc2ccccc21)NC1CCCCC1,?
COc1cc(SC)ccc1C(=O)Nc1ccc(S(=O)(=O)Nc2nccc(C)n2)cc1,?
CC1(C)CC(=O)C2=C(C1)Nc1nc(SCc3ccccc3Cl)nn1C2c1cccnc1 (stereo not given),31%*!
CCSc1nc2c(cc1C#N)CCCC2,i
COc1ccc(C(=O)Nc2ccccc2C(=O)NCCN2CCOCC2)o1,?
C=CCN1C(=O)C(=O)C(=C(O)c2ccc(C)cc2)C1c1ccc(Br)cc1 (stereo not given),i
C[C@H](Cc1ccccc1)Nc1ncnc2c1ncn2[C@@H]1O[C@H](CO)[C@@H](O)[C@H]1O,i
COc1ccc(C(=O)Nc2ccc(-c3cc4ccccc4oc3=O)c(C)c2)cc1OC,i
COc1cccc(NS(=O)(=O)c2ccc3c(c2)CCN3C(=O)C2CC2)c1,i
CC12CN3CC(C)(CN(C1)C3(C)c1ccc(O)cc1)C2=O (stereo not given),?
COc1ccc(C(O)=Cc2nc3cc(C)ccc3oc2=O)cc1OC,i

# 17 neighbouring compounds from above, for reference:
molecule,ST2 IL33 inh
O=C(COc1ccc(Cl)cc1)Nc1ccc(S(=O)(=O)N2CCCC2)cc1,?
C=C(C)C1CCC2(C(=O)O)CCC3(C(=O)O)C(CCC4C5(C)CCC(O)C(C)(C(=O)O)C5CCC43C)C12 (stereo not given),i
N#CSCCCCOc1ccc(I)cc1,i
CC1C=CCC2C(=O)N(c3cc(Cl)ccc3O)C(=O)C12 (stereo not given),i
COc1cc(NS(=O)(=O)c2ccc(NC(=O)c3ccc(OC)c(OC)c3)cc2)ncn1,i
O=C(COc1ccccc1)Nc1ccc2n(c1=O)C[C@H]1C[C@@H]2CN(C(=O)c2ccccc2)C1,i
O=C(CN1C(=O)/C(=C/c2ccccc2F)Sc2ccccc21)NC1CCCCC1,?
COc1cc(SC)ccc1C(=O)Nc1ccc(S(=O)(=O)Nc2nccc(C)n2)cc1,?
CC1(C)CC(=O)C2=C(C1)Nc1nc(SCc3ccccc3Cl)nn1C2c1cccnc1 (stereo not given),31%*!
CCSc1nc2c(cc1C#N)CCCC2,i
COc1ccc(C(=O)Nc2ccccc2C(=O)NCCN2CCOCC2)o1,?
C=CCN1C(=O)C(=O)C(=C(O)c2ccc(C)cc2)C1c1ccc(Br)cc1 (stereo not given),i
C[C@H](Cc1ccccc1)Nc1ncnc2c1ncn2[C@@H]1O[C@H](CO)[C@@H](O)[C@H]1O,i
COc1ccc(C(=O)Nc2ccc(-c3cc4ccccc4oc3=O)c(C)c2)cc1OC,i
COc1cccc(NS(=O)(=O)c2ccc3c(c2)CCN3C(=O)C2CC2)c1,i
CC12CN3CC(C)(CN(C1)C3(C)c1ccc(O)cc1)C2=O (stereo not given),?
COc1ccc(C(O)=Cc2nc3cc(C)ccc3oc2=O)cc1OC,i

# Next part
SMILES,ST2 IL33 inh
Cc1cc(Br)ccc1NS(=O)(=O)c1cccnc1,i
CNC(=O)c1cccc(S(=O)(=O)NC(C)C2=CCCN(C)C2)c1 (stereo not given),?
COc1ccccc1NS(=O)(=O)c1ccc(Br)c(C(=O)Nc2ccccc2)c1,i
CCOc1ccc(C2CC(=O)NC(SCC(=O)OCc3ccccc3)=C2C#N)cc1 (stereo not given),i
CC(C)(C)CN1CC(NC(=O)Cc2ccc(O)c(Cl)c2)CC1=O (stereo not given),i
Cc1ccc(N2C(=O)C3C(C2=O)C2(C)C=CC3(C)O2)c(C)c1 (stereo not given),i
CC(N)=NCCCC[C@@H](N)C(=O)O,i
Fc1ccc(-c2cc(C(F)(F)F)nc(-n3ccnc3)n2)cc1,i
Cc1ccc(CSC2=NCCN2C(=O)c2ccc(S(=O)(=O)N3CCOCC3)cc2)cc1,i
CC1CCCCN1c1nc(-c2ccc([N+](=O)[O-])cc2)nc2ccccc12 (stereo not given),?
O=[N+]([O-])c1cc(C=Nc2c(-c3ccco3)nc3ccccn23)c(Cl)cc1Cl,44%*
CN(C(=O)CCN1CCCCCC1=O)C1CCCN(C2Cc3ccccc3C2)C1 (stereo not given),i
CCCCN(C)CCCNC(=O)c1cc(-c2cccs2)nc2ccccc12,i
C=CCN(Cc1nc(-c2ccccc2)no1)C(=O)CC1CNCCO1 (stereo not given),?
Cc1nc2ccc(NC(=O)N(C)C)cc2nc1C,i
Cc1cccc(C(C)C)c1NC(=O)CN(C)CCc1cn[nH]c1,?
O=C1CN(c2nccc(CCC(F)(F)F)n2)CCN1,i
CCC(=O)Nc1cc(C(=O)O)ccc1C,i
Cc1cc2nc(COc3ccc(Cl)cc3NC(=O)CC(C)C)cc(=O)n2o1,i
Cc1cc(NC(=O)Cn2c(=O)sc3ccccc32)ccc1Br,i
CCc1nnc(CN(C)c2nccc(-c3ccc(C)nc3C)n2)o1,?
CC1CCCCN1C(=O)Cn1c(=O)n(-c2ccc(F)cc2)c(=O)c2sccc21 (stereo not given),i
Cc1c(CN(C)C(=O)CCn2c(C)cccc2=O)[nH]c2ccccc12,?
c1ccc(CCc2nc(-c3cccc4cnccc34)n[nH]2)cc1,i
COc1ccc2nc(CCn3cnnc3)[nH]c2c1,i
CCOC(=O)c1ccc(N2C(=O)C(=O)C(=C(O)c3ccc(OC)cc3)C2c2ccccc2)cc1 (stereo not given),i
O=C1NC[C@@H](CCC(=O)N2CCCC2)N2C[C@@H](NCc3cccc(Cl)c3)C[C@@H]12,i
O=C(Cc1c(C(=O)O)[nH]c2ccccc12)NC1CCCc2ccccc21 (stereo not given),i
COc1ccc(OC)c(NC(=O)c2c(N)sc3c2CCC3)c1,?
Cn1c(=NC(=O)c2ccc(S(=O)(=O)N3CCCCCC3)cc2)sc2ccccc21,i
Cc1oc2c(CN3CCCC(C)C3)c(O)ccc2c(=O)c1-c1nc2ccccc2s1 (stereo not given),i
Cc1ccc(C)c(NC(=O)C2CCCN(S(=O)(=O)c3cnc[nH]3)C2)c1 (stereo not given),i
CN(CCC(N)=O)Cc1ccccc1,i
COC(=O)c1ccc(C(=O)Nc2sc3c(c2C(=O)OC)CCN(C(C)C)C3)cc1,?
Cc1c(C(=O)Nc2ccccc2[N+](=O)[O-])csc1-c1ccccc1,35%*
CCN(CC)C(=O)[C@@H]1C[C@H](N)CN1C(=O)/C=C/c1ccccc1,i
CCOC(=O)c1c(C)oc2ccc(N(C(C)=O)S(=O)(=O)c3ccc(CC)cc3)cc12,i
COc1ccc(C2C3C(=O)N(C(C)C)C(=O)C3ON2c2ccc(Cl)cc2)c(OC)c1 (stereo not given),i
CCc1ccc(CNC(=O)CN2C(=O)C(C)=C(c3ccc(CC)cc3)S2(=O)=O)cc1,?
COc1ccc(C(=O)C[n+]2cnn(CC(=O)c3ccccc3)c2)cc1,i

# Reprinted at random: 2 entries already listed
SMILES,ST2 IL33 inh
COC(=O)c1ccc(C(=O)Nc2sc3c(c2C(=O)OC)CCN(C(C)C)C3)cc1,?
Cc1c(C(=O)Nc2ccccc2[N+](=O)[O-])csc1-c1ccccc1,35%*

# More results:
SMILES,ST2 IL33 inh
Cc1ccc2nsnc2c1NC(=O)C(c1ccccc1)c1ccccc1,i
CC1(C)CC(C(=O)NCCC(c2ccccc2)c2ccco2)CCO1 (stereo not given),i
COc1ccccc1N1CCN([C@H]2[C@@H]3OC[C@@H](O3)[C@@H](NCc3cnc4ccccc4c3)[C@@H]2O)CC1,30%*
COc1ccc(S(=O)(=O)N2c3cccc4cccc(c34)S2(=O)=O)cc1,i
O=c1c2ccccc2nc(/C=C/c2ccc(O)cc2)n1CCCO,i
COc1cc(-c2noc(-c3ccc([N+](=O)[O-])cc3)n2)cc(OC)c1OC,i
CCc1ccc(C2CC(=O)NC(SCC(N)=O)=C2C#N)cc1 (stereo not given),i
Cc1ccc(NS(=O)(=O)c2ccc(Cl)s2)cc1,i
COc1cccc(OC)c1C(=O)Nc1nc2ccc(S(C)(=O)=O)cc2s1,i
O=C(c1cc(-c2ccccc2)on1)N1CCC2(CC1)C(=O)Nc1ccccc12,i
COc1ccc(-c2ncc(Cl)cn2)c(C)c1,i
O=C(Nc1cc([N+](=O)[O-])ccc1Cl)c1ncn[nH]1,i
OC(CC#CCN1CCCC1)(c1ccccc1)C1CCCCC1 (stereo not given),i
Cc1cccc2[nH]c(COCC(=O)N3CCC4(CN(C)C(=O)O4)C3)nc12 (stereo not given),i
CSc1nsc(SC)c1NC(=O)Nc1ccc(Cl)cc1,i
Cc1ccc(C)c(CN2C(=O)CSc3ccc(C(=O)NC(C)C)cc32)c1,i
COc1ccc(C(C[N+](=O)[O-])Sc2ccccc2N)cc1 (stereo not given),32%*!
CC(C)c1cc(C(=O)NC(Cn2ccnc2)C(C)C)nc2ncnn12 (stereo not given),30%*
COc1ccc(CCN2C(=O)CCC2(C)C(=O)NC2CCCCCC2)cc1OC (stereo not given),i
Cc1ccc(C)c(S(=O)(=O)N=C2C=C(Nc3ccccc3)C(=O)c3ccccc32)c1,88%*
CCN(Cc1ccc(Cl)cc1)C(=O)Cc1nn[nH]n1,?
Cc1[nH][nH]c(=O)c1C(c1ccc2c(c1)OCO2)c1c(C)[nH][nH]c1=O,i
O=C1CCC(C(=O)N2CCN(c3ccccc3)C(=O)C2)CN1CCc1ccc(Cl)cc1 (stereo not given),i
COc1ccc(C2C(C(=O)Nc3cc(C)on3)c3cc(OC)c(OC)cc3C(=O)N2C)cc1 (stereo not given),i
O=C(Cn1nc(-c2ccccc2)ccc1=O)NCCc1ccccc1,?
Cc1cc(C)nc(Nc2ncc(O)n2-c2ccc(F)cc2)n1,i
COc1ccc(S(=O)(=O)Nc2ccc(CSc3ccccc3)cc2C)cc1OC,i
Cc1ccn2c(NC(=O)c3ccc4c(c3)OCO4)c(-c3ccccc3)nc2c1,?

# Source: PubChem BioAssay (IUPUI and University of Michigan)
